Compound activity as filed in PubChem BioAssay.
LMPTP block: LMPTP phosphatase inhibitors, primary screen, biochemical, fluorescence intensity, uHTS; Low molecular weight phosphotyrosine protein phosphatase (Homo sapiens), P24666; recombinant LMPTP-A, OMFP fluorogenic substrate; inhibition, % at 20 µM; hit rate 0.22% among 360,000;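 active = compounds that cut the enzyme signal by at least half of the control window in the single-dose screen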;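 note: plate controls were DMSO wells with enzyme plus substrate for no effect and substrate without enzyme for full effect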
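Test system – LMPTP-A phosphatase enzyme · Quantity – 0.625 nM LMPTP-A final · Reagent – OMFP substrate, 400 µM final · Dosing – one test concentration per compound, 20 µM, with 3% DMSO overall · Timing – 50 min enzyme reaction at room temperature, protected from light · Detection – fluorescence intensity · Controls – substrate-only low control, DMSO enzyme-plus-substrate high control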
CendR NRP1 mod: modulators of CendR peptide binding to NRP-1, primary screen, biochemical, fluorescence polarization, uHTS | Neuropilin-1 (Homo sapiens), O14786 | FAM-RPARPAR peptide binding to NRP-1 | inhibition, % at 25 µM | hit rate 0.85% among 360,000 | AID 602438, 2012;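 active = inhibition or corrected inhibition above about 18%, plus a signal ratio from 0.5 to 1.5, limit read from the data, passing the limit was not always enough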; note: strong numbers were not always called active
bovine MsrA act: bovine MsrA enzyme activators, primary screen, biochemical, absorbance, HTS. Methionine sulfoxide reductase A (Bos taurus). purified bovine MsrA, absorbance read-out. hit rate 0.3% among 360,000. activation, % at 10.6 µM; in the data active = activation above about 7.5%;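 note: 0% = vehicle and 100% = reference activator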
eLon inh: inhibitors of E. coli Lon protease, primary screen, biochemical, fluorescence polarization. P0A9M0. purified E. coli Lon protease. inhibition, % at 7.94 µM. hit rate 0.42% among 360,000. AID 602123, 2011; in the data active = inhibition above about 13%, passing the limit was not always enough;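 note: 0% = enzyme with probe and DMSO and 100% = no enzyme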
Target sequence (P0A9M0 whole entry, looked up): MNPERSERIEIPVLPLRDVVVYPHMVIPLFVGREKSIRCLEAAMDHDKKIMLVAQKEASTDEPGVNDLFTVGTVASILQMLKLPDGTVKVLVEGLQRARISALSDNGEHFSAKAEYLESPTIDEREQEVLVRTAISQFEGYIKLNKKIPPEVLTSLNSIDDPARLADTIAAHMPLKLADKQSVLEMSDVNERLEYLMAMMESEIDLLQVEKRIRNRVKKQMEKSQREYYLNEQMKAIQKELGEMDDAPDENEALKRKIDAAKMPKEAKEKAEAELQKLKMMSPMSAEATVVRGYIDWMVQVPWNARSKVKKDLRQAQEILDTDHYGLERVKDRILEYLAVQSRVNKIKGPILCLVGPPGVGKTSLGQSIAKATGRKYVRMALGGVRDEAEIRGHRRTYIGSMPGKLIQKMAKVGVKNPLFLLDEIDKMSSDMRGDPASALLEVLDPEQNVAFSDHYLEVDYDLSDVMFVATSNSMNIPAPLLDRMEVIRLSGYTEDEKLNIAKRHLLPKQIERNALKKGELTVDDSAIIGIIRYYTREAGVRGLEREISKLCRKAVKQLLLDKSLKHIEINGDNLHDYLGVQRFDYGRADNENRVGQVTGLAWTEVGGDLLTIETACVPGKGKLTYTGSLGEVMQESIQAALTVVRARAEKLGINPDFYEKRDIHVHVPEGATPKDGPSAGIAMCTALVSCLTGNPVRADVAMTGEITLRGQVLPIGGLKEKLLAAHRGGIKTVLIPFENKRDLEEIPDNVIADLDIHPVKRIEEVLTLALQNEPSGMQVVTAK
DNMT1 block: human DNMT1 methyltransferase inhibitors, primary screen, biochemical, molecular beacon, fluorescence, HinP1I cleavage, uHTS; inhibition (reported as % activation of signal), % at 10 µM; DNA (cytosine-5)-methyltransferase 1 (Homo sapiens), P26358; hit rate 0.83% among 360,000; AID 588458, 2011; in the data active = inhibition above about 50%
Scp1 inh: Scp-1 phosphatase inhibitors, primary screen, biochemical, colorimetric, uHTS | Recombinant Scp1, phosphopeptide, malachite green phosphate absorbance | inhibition, % at 20 µM | hit rate 0.88% among 340,000;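 active = inhibition above about 50% at 20 µM, limit read from the data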;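 note: plate controls were DMSO wells with enzyme for no effect and wells lacking enzyme for full effect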
Target sequence (Q9GZU7 76-261 limits assumed): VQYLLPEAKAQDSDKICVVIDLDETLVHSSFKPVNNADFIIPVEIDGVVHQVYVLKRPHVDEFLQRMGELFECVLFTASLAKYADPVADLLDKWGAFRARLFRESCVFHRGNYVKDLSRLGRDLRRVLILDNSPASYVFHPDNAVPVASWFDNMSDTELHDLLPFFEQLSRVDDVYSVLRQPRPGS
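Material – SCP-1 phosphatase catalytic domain, residues 76-261 · Buffer or medium – Acidic Tris acetate buffer with magnesium and detergent · Also added – Phospho 17-mer peptide substrate · Compound – single 20 µM dose, 1% DMSO · Times – 45 min room-temperature reaction, 5 min colour, 30 min stabiliser · Technique – Phosphate-binding colour reagent, absorbance read at 630 nm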
MsrA inhibitor: bovine MsrA enzyme inhibitors, primary screen, biochemical, absorbance, HTS; Methionine sulfoxide reductase A (Bos taurus); hit rate 0.75% among 360,000; purified bovine MsrA, absorbance read-out; AID 651718, 2012; inhibition, % at 15.5 µM; in the data active = inhibition above about 4.5%;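 note: 0% = vehicle wells with enzyme and 100% = reference inhibitor wells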
STEP block: STEP phosphatase inhibitors, primary screen, biochemical, fluorescence intensity, uHTS | Tyrosine-protein phosphatase non-receptor type 5 (Homo sapiens), P54829 | recombinant STEP, OMFP fluorogenic substrate | inhibition, % at 20 µM | hit rate 0.25% among 360,000;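 active = inhibition at 20 µM, scaled per plate between control wells, above about 37%, limit read from the data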;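 note: 0% = DMSO with enzyme and substrate and 100% = substrate only without enzyme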
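Also added – OMFP at 25 µM · Test system – STEP tyrosine phosphatase · Technique – FITC-channel fluorescence of OMFP product · Schedule – 20 min at room temperature, dark · Evaluation – control-normalized % inhibition with plate pattern correction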
TbMetRS inhib: T. brucei MetRS inhibitors, primary screen, biochemical, luminescence. methionyl-tRNA synthetase (Trypanosoma brucei brucei). purified T. brucei MetRS, ATP depletion, Kinase-Glo luminescence. inhibition, % at 11.9 µM. hit rate 0.4% among 360,000;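 active = inhibition above a per-plate cutoff of the control wells' mean inhibition plus 3 SD, cut at about 5.5% in these data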;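 note: 0% = DMSO wells median and 100% = median of wells with control inhibitor compound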
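technique = Kinase-Glo luminescence, ATP depletion format | system = purified MetRS (methionyl-tRNA synthetase) enzyme from Trypanosoma brucei | timing = 15 min preincubation, 2 h reaction, all 25 °C | evaluation = percent inhibition versus plate control medians | dosing = single dose, 11.9 µM final nominal, 0.9% final DMSO | also added = substrates ATP, L-methionine and bulk Escherichia coli tRNA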
SUMO1 PPI mod: modulators of SUMO1 protein-protein interactions, primary screen, biochemical, uHTS | inhibition, % at 20 µM | Small ubiquitin-related modifier 1 (Homo sapiens), P63165 | SUMO1 binding to a labelled peptide, TR-FRET, 1 h | hit rate 0.33% among 360,000; in the data active = inhibition above about 37%
Target sequence (P63165 whole entry, looked up): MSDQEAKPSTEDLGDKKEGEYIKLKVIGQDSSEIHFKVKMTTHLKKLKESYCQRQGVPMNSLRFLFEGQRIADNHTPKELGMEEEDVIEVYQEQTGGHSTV
* = called active by the depositor; . = not tested or not shown.

SMILES,LMPTP block,CendR NRP1 mod,bovine MsrA act,eLon inh,DNMT1 block,Scp1 inh,MsrA inhibitor,STEP block,TbMetRS inhib,SUMO1 PPI mod
N#Cc1ccc(Oc2ccc(S(=O)(=O)N3CCCC3)cn2)cc1,-1.8,-8,-3,-9,0,-3,0.1,0,-0.3,2
[O-]/[N+](=C\c1ccc(OC(F)F)cc1)c1ccccc1,-0.2,0,1,-6,-9,34,-1.0,-3,-0.2,-2
CC1(C)CC(=O)C2=C(C1)NC(=O)CC2c1cc(F)ccc1F (centres undefined),-1.4,-7,-2,3,5,-7,0.1,-2,-0.7,2
O=C(Nc1cccc(S(=O)(=O)N2CCCC2)c1)[C@@H]1O[C@H](CO)[C@H](O)[C@H](O)[C@H]1O,-1.4,-5,-7,-9,1,.,0.3,-1,-0.3,4
CC1(C(=O)Nc2ccc3[nH]ncc3c2)CCN1C(=O)Cc1ccc(-c2ccccc2)cc1 (centres undefined),1.8,2,0,-2,-17,.,-1.0,-1,0.1,0
Cc1ccc(CNC(=O)CN2C(=O)NC(C)(c3ccccc3Cl)C2=O)cc1 (centres undefined),-1.9,-2,-5,-3,-1,-12,-0.1,-1,-0.8,4
CC1(C(=O)NS(C)(=O)=O)CCN1C(=O)Cc1ccc(-c2ccccc2)cc1 (centres undefined),-1.0,-1,-2,-5,-1,.,-0.3,3,0.0,-2
CC1CC(=O)Nc2ccccc2N1S(=O)(=O)c1ccc(C(F)(F)F)cc1 (centres undefined),-0.4,-14,-3,-3,3,-2,-1.3,-3,-0.5,2
CCOC(=O)CCN(Cc1cccs1)S(=O)(=O)c1ccc(F)cc1,0.0,-2,-3,6,1,-8,-0.2,2,-0.1,-2
COC(=O)c1cn(Cc2c(C)cc(C)cc2C)nn1,-1.3,21,-3,4,14,-1,-0.7,-3,-0.9,1
COc1ccc2o/c(=N\O)c(C(=O)Nc3ccc(C)cc3)cc2c1,1.8,10,-4,-6,-7,-9,-0.2,-2,0.0,-6
O=C(COc1ncnc2cc(Cl)ccc12)c1ccc2c(c1)OCCO2,1.7,10,-3,-12,-5,-9,-0.5,0,-0.7,19
CCCNc1ncnc2c1cnn2C1CCCCO1 (centres undefined),-0.8,12,-2,-5,3,0,-0.9,-1,-0.4,0
CCOc1ccc(CCNC(=O)COC(=O)c2cc(OC)c(OC)cc2[N+](=O)[O-])cc1OCC,-0.9,3,-11,2,0,-2,1.9,-3,-0.5,-14
Cc1cc(C)nc(SCC(=O)Nc2ccc(S(=O)(=O)Nc3cc(C)on3)cc2)n1,-1.8,16,-6,-1,1,-2,-0.3,0,-0.3,7
N#Cc1c2n(c(=S)n(-c3ccccc3)c1=O)CCCCC2,-0.2,-4,-5,-5,4,-10,2.4,-1,-0.4,3
O=C(O)C1C2C=CC(C2)C1C(=O)Nc1ccc(C(=O)N2CCCCC2)c(Cl)c1 (centres undefined),-0.4,-2,0,-5,0,3,0.0,1,-0.4,0
OC(Cc1cccnc1)c1ccccc1 (centres undefined),-2.5,3,-4,-4,0,-5,0.4,-2,-0.1,28
O=C(CCN1C(=O)c2ccccc2S1(=O)=O)N1CCN(c2ccccc2)CC1,-2.3,6,-2,-6,-2,-15,-1.1,1,-1.3,0
COc1ccc(NC(=O)c2nn(C)c(=O)c3ccccc23)cc1S(=O)(=O)Nc1ccccc1Cl,1.7,1,2,7,-8,-10,1.7,1,-0.3,14
COc1cccc(-c2nnc(SCN3C(=O)c4ccccc4C3=O)n2C)c1,-1.6,-6,-12,8,3,-2,1.1,1,-1.7,-16
COc1ccc(C(=O)NCc2cn3c(C)csc3n2)cc1OC,0.0,-12,-4,-3,1,5,-0.5,-2,-1.0,0
CC1=C(C(=O)OC(C)C)C(c2c(O)ccc3ccccc23)NC(=O)N1 (centres undefined),0.0,8,0,6,1,-13,0.9,2,-0.1,6
COc1ccc(-c2csc(C)n2)cc1,0.9,9,3,-1,2,-1,1.6,0,-0.5,-3
O=C(Nc1nnc(CCc2ccccc2)s1)c1ccc(F)cc1,-1.4,8,-2,-4,7,-3,-1.3,-1,0.1,-5
O=[N+]([O-])c1ccc(C(O)CN2CCN(c3ccccc3)CC2)cc1 (centres undefined),-1.1,16,0,-14,1,-12,-0.3,-3,0.6,-12
CCn1c(Cc2ccc(OC)cc2)nnc1SCC(=O)NC1CC1,-0.4,0,-4,4,1,-7,0.6,-2,-0.4,-5
CCc1ccc2c(c1)CCCN2C(=O)c1ccccc1C(=O)O,1.6,-24,-3,-4,-1,-6,1.1,-6,-0.2,-9
Cc1ccc(CC(=O)NCC2CCCCC2)cc1,-0.9,4,-2,-1,0,-4,.,1,0.3,6
O=C(CCc1nnc(CCC2CCCCC2)o1)NCCc1ccccn1,-1.6,-3,-6,3,-1,-2,-0.3,-1,-0.9,-3
Cc1ccc(C(=O)N2C3C=CC(C3)C2(C(F)(F)F)C(F)(F)F)cc1 (centres undefined),-0.8,17,5,4,2,0,0.5,-1,0.9,-2
O=C(Nc1ccsc1C(=O)O)c1ccccc1,1.4,8,-13,9,2,-9,-0.9,-5,-1.0,7
O=S(=O)(Nc1ccc(F)cc1Cl)c1ccc(-c2cnc(C3CC3)o2)cc1,1.6,-3,-3,0,1,-11,-0.2,1,0.3,6
O=C(NC1CCCC1)C1CCN(C(=O)c2cc(Cl)ccc2Cl)CC1,-0.5,2,-2,1,3,-3,-0.5,0,-0.7,5
Cc1cc(C(=O)CN2CCCCC2)c(C)n1-c1ccc(F)cc1,-0.3,-12,-1,-3,-4,-4,0.0,3,0.1,1
O=C(CN1CCN(Cc2ccccc2)CC1)NC(c1ccccc1)c1ccccc1,-1.2,-12,-5,-5,1,1,0.2,-2,0.5,0

Single records, as listed above. Screens in order: LMPTP block	CendR NRP1 mod	bovine MsrA act	eLon inh	DNMT1 block	Scp1 inh	MsrA inhibitor	STEP block	TbMetRS inhib	SUMO1 PPI mod
CCc1ccc2c(c1)CCCN2C(=O)c1ccccc1C(=O)O is listed as 1.6	-24	-3	-4	-1	-6	1.1	-6	-0.2	-9
O=C(Nc1ccsc1C(=O)O)c1ccccc1 is listed as 1.4	8	-13	9	2	-9	-0.9	-5	-1.0	7

New compounds follow
SMILES,LMPTP block,CendR NRP1 mod,bovine MsrA act,eLon inh,DNMT1 block,Scp1 inh,MsrA inhibitor,STEP block,TbMetRS inhib,SUMO1 PPI mod
Cc1ccc(Nc2nc(NCC3CC3)nc3ccsc23)c(C)c1,24,-1,-1,3,4,.,-0.7,2,-0.1,3
COc1cc(NC(=O)C2C3C=CC(C3)C2C(=O)O)ccc1NC(=O)c1ccccc1 (centres undefined),0.3,-4,-3,-3,1,-2,0.5,4,0.1,-4
COc1ccccc1N/C=C/C(=C(C#N)C#N)N(C)C,-0.7,-3,-4,4,-1,-7,5.5*,3,-0.3,0
O=C(NCCN1CCOCC1)c1ccccc1[N+](=O)[O-],0.1,-10,-2,4,3,-5,0.8,1,-0.1,-5
O=C(O)CCCNc1ccc([N+](=O)[O-])c(NCCCC(=O)O)n1,-0.7,10,-5,11,4,7,2.4,2,-0.9,-9
Cc1oc2c(O)c(O)ccc2c(=O)c1-c1cnn(-c2ccccc2)c1,2.1,-84,-2,-9,14,4,2.2,5,-0.4,7
C=CCn1c(C)cc(C(=O)COc2ncnc3sccc23)c1C,0.3,-1,-8,-2,-5,2,-1.2,3,-0.9,3
N#Cc1cccn1-c1nccc(-c2cccs2)n1,-0.8,-2,-5,-6,5,-9,0.1,-2,0.1,-4
O=C(c1ccc(-c2cc3ccccc3oc2=O)cc1)N1CCN(c2ccc(Cl)cc2[N+](=O)[O-])CC1,2.6,1,-1,0,0,-13,0.7,-1,0.0,-8
Cc1ccc(OCCNC(=O)/C=C/c2ccco2)cc1C,0.1,-17,-3,5,-6,-4,-0.3,0,-0.5,-3
Cc1ccc(-c2csc3ncn(CC(=O)N4CCOCC4)c(=O)c23)cc1C,1.5,-7,-3,3,-3,3,0.6,-3,-0.1,0
Cc1oc2c(CN3CCCCC3C)c(O)ccc2c(=O)c1-c1ccccc1 (centres undefined),-0.7,-3,-13,1,0,5,1.4,-3,-0.4,10
CCCN(CC(=O)Nc1ccc(F)c(F)c1F)C(=O)c1ccc(=O)n(Cc2ccccc2)n1,-1.1,1,-4,0,1,-6,-0.2,-1,-0.8,7
Cc1cc(S(=O)(=O)Nc2ccc(N3CCOCC3)cc2)ccc1Br,-0.1,-2,-1,2,-3,-4,-0.7,1,-0.3,5
Cc1sc2ncnc(N[C@@H](Cc3ccccc3)C(=O)O)c2c1C,-2.2,-1,-2,-15,1,-9,-0.1,0,-0.6,-1
Cc1cc(=O)[nH]c(NN=C2CCC(C(C)(C)C)CC2)n1 (centres undefined),-1.5,1,-4,1,2,-11,2.6,-1,-0.1,-20
Cc1cccc(Cc2nnc(CCC(=O)N3CCCCC3c3nccs3)o2)c1 (centres undefined),1.2,-8,-10,5,4,5,2.2,-2,-0.8,1
C[C@H](CO)N1C[C@H](C)[C@@H](CN(C)Cc2ccc(C(=O)O)cc2)Oc2c(NC(=O)Cc3ccccc3)cccc2C1=O,-0.6,30*,-2,7,7,-2,0.3,-1,-0.3,3
CC(C)CC(C(=O)OCC(=O)Nc1cccc(Cl)c1)N1C(=O)C2CC=CCC2C1=O (centres undefined),1.5,-5,-3,6,2,-7,1.0,0,-0.3,3
Cn1cc(S(=O)(=O)CC(=O)Nc2ccc(Br)cc2)c2ccccc21,-0.6,-3,-6,-3,-5,-12,-0.1,-3,1.2,1
CCOC(=O)Cn1nc(C)c(NC(=O)c2ccc(Cl)c([N+](=O)[O-])c2)c1C,-2.6,9,-13,8,5,5,-1.0,-3,-0.3,-13
CCCCCC(=O)Nc1cc(S(=O)(=O)N2CCOCC2)ccc1N1CCCCC1,1.1,6,0,0,1,-3,-0.9,2,-0.1,7
